Compound activity as filed in PubChem BioAssay.
PDI inh = inhibitors of human PDI, primary screen, biochemical, turbidity, single point, plate reader; PDI insulin aggregation turbidity, A650, 90 min; 0.052% of 350,000 active; Protein disulfide-isomerase (Homo sapiens), P07237; inhibition, % at 10 µM;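 active = mean inhibition across replicates of 30% or more, whatever share of single replicates reach that level; inconclusive = mean inhibition below 30% while every single replicate reaches 30%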;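 note: absorbance from insulin aggregation driven by PDI reduction with DTT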
N-glyco inh = increase of ERlucT glycosylation luciferase signal, primary screen, N-linked glycosylation inhibitor project, D54 ERlucT cells, luminescence, set 2. reporter increase, % at 12.5 µM. D54 ERlucT glycosylation luciferase reporter, 24 h; percent of 100 nM tunicamycin response. 0.23% of 360,000 active;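 active = mean luciferase reporter signal, scaled so untreated is 0 and the glycosylation-blocking control 100, at or above a set limit in every replicate; inconclusive = mean reaches the limit but not every replicate does; inactive = mean below the limit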;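 note: luciferase carries N-glycosylation sites so blocking glycosylation raises the light; 0% = median of neutral control wells and 100% = median of 100 nM tunicamycin wells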
Vif inh = HIV Vif self-association inhibitors, primary screen, imaging, HEK293T, single point | HEK293T cells, Vif self-association by quenched fluorescence, 24 h | inhibition, % at 7.49 µM | 0.35% of 340,000 active | AID 602346, 2012; in the data active = inhibition above about 50%, passing the limit was not always enough; inconclusive = no clear call, values can overlap the other calls; inactive = below about 31%; note: some results filed as inactive read as strong as hits
Cardio protect = cardioprotection against H2O2-induced cell death, primary screen, uHTS, H9c2 cells, ATPLite luminescence; 0.63% of 360,000 active; protection from H2O2 cell death, % at 20 µM; H9c2 cardiomyocytes, H2O2 injury protection, 2 h;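 active = compounds giving at least 50% protection of heart cells from peroxide-induced death in the single-dose screen, raw or plate-pattern-corrected value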;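 note: 0% = DMSO wells with peroxide and 100% = DMSO wells without peroxide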
MC4R antag cAMP = MC4R antagonists of cAMP signaling, primary screen, cell-based, TR-FRET, antagonist arm of biased-ligand search | MC4R-expressing cells, MTII-stimulated cAMP, LANCE TR-FRET | inhibition, % at 6.5 µM | 0.48% of 360,000 active | AID 540295, 2011;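 active = inhibition above its plate's cutoff, the mean of tested wells on that plate plus 3 SD, cut at about 29% in these data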;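 note: 0% = Melanotan II alone and 100% = Melanotan II plus saturating MCL0020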
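Material – human MC4R-expressing U2OS cells · Repeats – no replicates · Detection – TR-FRET with Eu-cAMP and labeled anti-cAMP, 671 nm · Times – compound 30 min, challenge 1 h, detection 1 h · Compound – single nominal compound dose of 6.5 µM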
CaV13 ICDI inh = Primary screen for inhibitors of IQ motif and Ca2+-dependent inactivation inhibitor domain binding in CACNA1D, Förster resonance energy transfer in living cells, …; HEK cells, CFP/YFP FRET ICDI-IQ, plate reader, 10 min; percent FRET-ratio fall versus neutral wells; inhibition, % at 12.3 µM; 0.098% of 340,000 active;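 active = mean replicate inhibition of at least 30% and at least 1% of replicates passing that level; inconclusive = only one of the two criteria is met; inactive = neither criterion is met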;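 note: 0% = median of the neutral control wells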
MC4R ag barr = MC4R agonists recruiting beta-arrestin, primary screen, cell-based, luminescence, agonist arm of biased-ligand search | activation, % at 8.9 µM | AID 540308, 2011 | 0.98% of 360,000 active | U2OS MC4R beta-arrestin complementation; percent of melanotan II response, DMSO zero | Melanocortin receptor 4 (Homo sapiens), P32245;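 active = activation above a per-plate cutoff, the mean activation of sample wells on that plate plus 3 SD, cut at about 8% in these data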
ABCB6 inh 2 = ABCB6 transporter inhibitors, primary screen, K562-ABCB6 cells, flow cytometry, MLPCN library | ATP-binding cassette sub-family B member 6 (Homo sapiens), Q9NP58 | K562-ABCB6 porphyrin accumulation, 1 h; hits give low values | fluorescence ratio to DMSO, % at 10 µM | 0.19% of 360,000 active | AID 602162, 2011;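 active = fluorescence ratio to DMSO below 75%, the collection mean minus 3 SD; inconclusive = too few cells collected in the well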;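 note: signal is porphyrin accumulated inside mitochondria; 100% equals median channel fluorescence of DMSO control wells; lower ratio means ABCB6 inhibition with less porphyrin fluorescence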
Target sequence (Q9NP58 whole entry, looked up): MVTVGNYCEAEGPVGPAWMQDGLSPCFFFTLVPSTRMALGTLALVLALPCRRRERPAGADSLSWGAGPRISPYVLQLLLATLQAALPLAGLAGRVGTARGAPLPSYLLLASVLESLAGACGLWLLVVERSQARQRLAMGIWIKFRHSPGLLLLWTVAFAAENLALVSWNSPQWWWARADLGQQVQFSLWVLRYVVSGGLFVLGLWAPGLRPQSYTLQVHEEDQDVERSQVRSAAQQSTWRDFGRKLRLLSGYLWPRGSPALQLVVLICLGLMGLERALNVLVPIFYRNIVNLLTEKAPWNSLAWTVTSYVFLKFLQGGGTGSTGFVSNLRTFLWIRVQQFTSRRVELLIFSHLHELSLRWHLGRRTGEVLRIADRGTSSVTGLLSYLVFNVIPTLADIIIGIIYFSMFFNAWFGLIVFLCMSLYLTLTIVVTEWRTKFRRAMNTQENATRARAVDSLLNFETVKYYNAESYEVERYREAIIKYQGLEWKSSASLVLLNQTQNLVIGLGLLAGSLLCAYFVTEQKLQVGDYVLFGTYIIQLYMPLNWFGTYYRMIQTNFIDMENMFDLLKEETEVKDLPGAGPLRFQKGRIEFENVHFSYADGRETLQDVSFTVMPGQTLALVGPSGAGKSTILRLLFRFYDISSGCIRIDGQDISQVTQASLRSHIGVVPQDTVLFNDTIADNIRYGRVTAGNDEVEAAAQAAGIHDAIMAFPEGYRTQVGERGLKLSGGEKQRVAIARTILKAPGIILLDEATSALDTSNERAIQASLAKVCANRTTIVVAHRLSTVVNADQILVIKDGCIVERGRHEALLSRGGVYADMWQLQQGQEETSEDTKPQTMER
aDG glyco act = activators of alpha-DG glycosylation, primary screen, uHTS, Pro5-aDG cells, AlphaScreen | alpha-DG glycosylation AlphaScreen (IIH6); 0% Pro5, 100% B10-LARGE cell signal | activation, % at 10 µM | 0.22% of 360,000 active;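 active = activation of at least 8% versus controls, or a plate z-score of at least 8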;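 note: Pro5 are CHO cells carrying HIG-tagged alpha-DG that lacks glycosylation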
HTR2A ag = mouse Htr2a agonists via beta-arrestin recruitment, primary screen, cell-based, luminescence | 5-hydroxytryptamine receptor 2A (Mus musculus), P35363 | CHO-K1 mHTR2A beta-arrestin complementation; percent of 30 µM serotonin response | activation, % at 7.6 µM | 0.66% of 360,000 active | AID 624169, 2012;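 active = activation above a run cutoff, the mean activation of all tested compounds plus 3 SD, cut at about 14% in these data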;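 note: 0% = plate median of compound wells and 100% = 30 µM serotonin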
Starred values were filed as active, the others as inactive; ? = inconclusive; · = not tested or not shown.

[1] O=C(Nc1ccc(O)c2c(=O)cc(-c3cccc(Cl)c3)oc12)c1ccccc1Cl
[2] CC(=O)c1c(O)c(C)c(O)c2c1OC1=CC(=O)/C(=C(/C)N)C(=O)C12C (stereo not drawn)
[3] COc1ccc2nc(Cl)c(C3CC(c4ccco4)=NN3C(=O)CCCC(=O)O)cc2c1 (stereo not drawn)
[4] COc1ccc(-n2nc(C(=O)NCC(=O)NCc3ccc(F)cc3)c3ccccc3c2=O)cc1OC
[5] COc1ccc(Cn2nnnc2C(c2cc(OC)ccc2OC)N2CCC(C(N)=O)CC2)cc1 (stereo not drawn)
[6] Cc1cc(C)cc(NC(=O)CCCN2C(=O)C(c3ccccc3)Oc3cccnc32)c1 (stereo not drawn)
[7] CC(C)(C)c1ccc(C(=O)Nc2ccc(CC(=O)O)cc2)o1
[8] Cn1c(NNC(=O)c2c(F)cccc2F)cc(=O)n(C)c1=O
Assay by compound,1,2,3,4,5,6,7,8
PDI inh,-12,-4,7,-10,1,-3,1,-5
N-glyco inh,-5,-2,-1,-9,2,-3,-5,1
Vif inh,-3,·,-3,27,·,-15,0,4
Cardio protect,9,-11,4,-7,1,-2,-6,4
MC4R antag cAMP,11,36*,1,1,-1,4,6,12
CaV13 ICDI inh,-12,-15,-6,-3,·,-3,-5,-2
MC4R ag barr,1.6,0.7,-0.1,6.0,-1.6,-1.5,-3.7,0.1
ABCB6 inh 2,97,91,96,96,96,99,95,100
aDG glyco act,-0.3,0.1,-0.1,-0.2,0.0,3.8,-0.2,0.1
HTR2A ag,0,1,8,3,-3,-6,3,6

[9] C=CCN(CC=C)Cc1cc(=O)oc2ccccc12
[10] Fc1ccc2c(c1)C(c1ccc(N3CCOCC3)cc1)=NNC(c1cccs1)=N2
[11] Cc1ccc(S(=O)(=O)NCCCCCCNS(=O)(=O)c2ccc(C)cc2)cc1
[12] COc1cccc(CNC(=O)c2ccc(COc3ccccc3)cc2)c1
[13] C=CCN(Cc1nc(-c2cc(OC)c3c(c2)OCO3)oc1C)C1CCS(=O)(=O)C1 (stereo not drawn)
[14] CNC(C)C#Cc1ccc2c(=O)c3ccccc3oc2c1 (stereo not drawn)
[15] COc1ccc(C[C@H](N)C(=O)N[C@H]2[C@@H](O)[C@H](n3cnc4c(N(C)C)ncnc43)O[C@@H]2CO)cc1
[16] Cn1ccnc1SCC(=O)NCC(=O)Nc1ccc(F)c(F)c1F
Assay by compound,9,10,11,12,13,14,15,16
PDI inh,·,-7,-1,13,11,6,-7,-2
N-glyco inh,-2,-3,-7,-10,0,8,-21,2
Vif inh,-2,-6,-2,-9,-1,-2,2,-7
Cardio protect,0,-4,-5,-6,1,10,1,-6
MC4R antag cAMP,·,5,3,5,-2,0,7,8
CaV13 ICDI inh,-10,·,-7,-7,-5,-6,-5,-6
MC4R ag barr,·,-2.3,2.7,-0.5,-2.1,-0.2,-1.3,0.5
ABCB6 inh 2,97,104,97,98,101,112,94,?
aDG glyco act,-0.2,-0.3,0.7,0.1,0.3,0.0,-0.1,-0.1
HTR2A ag,1,2,0,-4,0,-1,2,-4

[17] CCOc1cc(N2CCOCC2)c(OCC)cc1NC(=O)COC(=O)c1ccc([N+](=O)[O-])o1
[18] CC(=O)c1ccc(OCC(O)CN(C)CCOc2ccc(Br)cc2)cc1 (stereo not drawn)
[19] Cc1ccccc1C(=O)Nc1ccnn1C1CCN(Cc2cnn(C)c2)CC1
[20] Cc1ccccc1N1C(=O)c2cccc([N+](=O)[O-])c2C1=O
[21] CC(=O)NC(=S)Nc1cc(C(F)(F)F)ccc1N1CCOCC1
[22] CCOC(=O)CCCNC(=O)CCNC(=O)c1ccc(OCC(C)C)cc1
[23] Cc1ccc(C(=O)C(C)OC(=O)Cn2cnc3c2c(=O)n(C)c(=O)n3C)cc1 (stereo not drawn)
[24] COc1ccc(OC)c(CCNC(=O)c2ccc3c(c2)N(Cc2ccccc2)CCS3)c1
Assay by compound,17,18,19,20,21,22,23,24
PDI inh,-63,-2,-1,2,-4,-4,-8,-5
N-glyco inh,3,-2,0,1,1,1,1,-1
Vif inh,16,-4,-1,4,1,-2,14,-1
Cardio protect,10,-5,-3,1,-3,5,-4,-2
MC4R antag cAMP,-19,15,3,32*,7,14,3,13
CaV13 ICDI inh,-10,-4,-6,-3,-4,-3,-6,-3
MC4R ag barr,-0.9,1.3,-2.1,-1.1,-2.1,-1.4,0.5,1.7
ABCB6 inh 2,100,95,93,94,98,97,92,103
aDG glyco act,0.3,0.0,-0.1,0.9,0.2,-0.1,-0.1,-0.5
HTR2A ag,3,-4,-1,1,2,2,-2,2

[25] O=C(Nc1ccc(Br)cn1)c1cccc(S(=O)(=O)N2CCCC2)c1
[26] CCN(CC)CCNC(=O)Cn1c(-c2ccccn2)nc2ccccc21
[27] CCc1cccc(NC(=O)C2CCN(S(=O)(=O)c3ccc4[nH]c(=O)ccc4c3)CC2)c1
[28] Cc1cc(OCC(=O)OCC(=O)Nc2ccc(Cl)cn2)ccc1Cl
[29] O=C(CSc1nnc(CNC(=O)c2ccccc2)o1)NCc1ccccc1
[30] COc1ccc(C)cc1NC(=O)CNC(c1ccccc1)c1ccc(C)cc1 (stereo not drawn)
[31] COCCNCCCCOc1ccccc1-c1ccccc1
[32] COc1ccc(N(C(=O)C(C)C)S(=O)(=O)c2ccc3ccccc3c2)cc1
Assay by compound,25,26,27,28,29,30,31,32
PDI inh,-4,-6,·,1,0,-3,1,-5
N-glyco inh,3,-1,2,1,0,7,-5,1
Vif inh,-12,·,5,7,14,-2,-4,5
Cardio protect,-7,0,2,5,-2,5,15,-9
MC4R antag cAMP,5,4,27,2,21,-7,1,9
CaV13 ICDI inh,-5,-7,-6,-2,-6,-4,-7,-3
MC4R ag barr,-1.2,-0.1,-0.5,4.1,-1.1,-1.2,1.9,0.7
ABCB6 inh 2,92,103,99,99,96,101,96,105
aDG glyco act,0.1,0.1,-0.1,-0.1,-0.3,-0.1,0.4,0.2
HTR2A ag,1,0,-2,1,-12,-1,-5,4

[33] CCOc1cc(C(C(=O)NCC2CCCO2)N(C(=O)Cn2nnc3ccccc32)c2ccc(OC)c(OC)c2)ccc1O (stereo not drawn)
[34] COc1cccc2sc(NC(=O)c3ccc(S(=O)(=O)N4CCOCC4)cc3)nc12
[35] Cn1ncc(Cl)c1C(=O)N1CCN(c2ncccn2)CC1
[36] COc1ccc(CCNC(=O)c2cn3ccc(C)cc3n2)cc1OC
[37] O=C(CNC(=O)c1ccccc1)c1ccccc1
[38] CCN(CC)C(=O)Cn1c(C)c(/C=C/c2cc[n+](C)cc2)c2ccccc21
[39] O=C(NC(c1ccc(Cl)cc1)c1cnccn1)C1CCN(Cc2ccccc2)CC1 (stereo not drawn)
[40] CC(=O)c1c(C)[nH]c(C(=O)OCC(=O)Nc2ccc3[nH]c(=O)[nH]c3c2)c1C
Assay by compound,33,34,35,36,37,38,39,40
PDI inh,-1,4,17,4,-3,2,2,13
N-glyco inh,1,3,2,0,-14,-1,-4,0
Vif inh,-3,1,7,2,-11,·,7,9
Cardio protect,0,3,-4,0,2,-2,2,1
MC4R antag cAMP,-4,5,-3,4,2,-29,7,-15
CaV13 ICDI inh,-8,-10,-4,-4,-6,-6,-17,-5
MC4R ag barr,2.4,-1.2,-3.2,-0.4,-0.2,-1.4,-1.1,-1.6
ABCB6 inh 2,100,97,101,103,100,292,98,97
aDG glyco act,0.0,1.2,-0.4,0.1,0.1,0.0,0.0,0.8
HTR2A ag,-7,-1,11,-1,2,2,-4,2

Of the compounds above, these contain a nitro group on carbon:
[17] CCOc1cc(N2CCOCC2)c(OCC)cc1NC(=O)COC(=O)c1ccc([N+](=O)[O-])o1
[20] Cc1ccccc1N1C(=O)c2cccc([N+](=O)[O-])c2C1=O
Assay by compound,17,20
PDI inh,-63,2
N-glyco inh,3,1
Vif inh,16,4
Cardio protect,10,1
MC4R antag cAMP,-19,32*
CaV13 ICDI inh,-10,-3
MC4R ag barr,-0.9,-1.1
ABCB6 inh 2,100,94
aDG glyco act,0.3,0.9
HTR2A ag,3,1

Next part
[41] COc1ccc(S(=O)(=O)NCc2ccccc2Cl)cc1OC
[42] CCOC(=O)/C(=C\c1ccc([N+](=O)[O-])cc1)C(=O)c1cc(C(C)=O)c(Nc2ccccc2)s1
[43] COc1ccc(-c2cc3c(=O)n(CC(=O)N4CCCC4)ncn3n2)cc1
[44] COc1ccc(O)c(C(=O)c2cnc3onc(C)c3c2)c1
[45] CCN(c1ccc(NC(=O)COC(=O)CCC(=O)c2ccc(F)cc2)cc1)C(C)C
[46] CCN(CC(=O)Nc1ccc(NC(C)=O)cc1)C(=O)C1CC(=O)N(Cc2ccc(C)cc2)C1 (stereo not drawn)
[47] O=C(Nc1ccc(Cl)cc1)c1ccc2c(c1)OCO2
[48] CCCCc1ccc(NC(=O)CSc2nc(=O)n3cc(C)ccc3n2)cc1
[49] CN1CCN(c2nc(-c3cccnc3)nc3scc(-c4ccccc4)c23)CC1
[50] COc1ccc(NC(=O)CN(C)C(=O)C2CC(=O)N(c3ccc4c(c3)OCCO4)C2)cc1 (stereo not drawn)
[51] COc1ccc(C2=NN(C(=O)CCC(=O)O)C(c3ccc(OC)cc3)C2)cc1 (stereo not drawn)
Assay by compound,41,42,43,44,45,46,47,48,49,50,51
PDI inh,5,-2,1,7,5,-3,-1,5,2,15,17
N-glyco inh,-1,7,-1,0,1,2,-11,-3,-2,0,-1
Vif inh,-2,-17,-6,2,·,27,-25,-14,-4,-6,5
Cardio protect,3,-24,3,-2,-2,-2,-14,-6,6,7,4
MC4R antag cAMP,2,28,3,6,3,-3,1,-3,2,5,1
CaV13 ICDI inh,-5,·,-3,-5,·,-7,-5,-3,10,-3,-1
MC4R ag barr,0.4,0.3,-3.0,-1.4,1.7,0.7,-0.2,0.3,0.2,0.9,-0.1
ABCB6 inh 2,98,123,102,103,95,94,98,95,120,95,98
aDG glyco act,0.4,-0.5,-0.1,-0.1,-0.4,-0.2,0.2,0.0,-0.3,-0.1,0.0
HTR2A ag,-4,3,2,-1,-7,13,-2,4,-2,3,8
